# Caspase-7 inhib = blocks human caspase-7 allosterically or competitively; recombinant caspase-7, Ac-DEVD-AFC fluorescence rate; 75,000 tested, 0.02% active; P55210; Potency, µM (titrated, usually from 57.5 µM), inactives show at the top dose activity change, negative = inhibition, most hits filed as inhibitors; active means well fitted inhibition curve with a large enough effect in the main read-out, with a control signal flat, not every such curve was filed as active; inconclusive means small, poorly fitted or top-dose-only effect, or a change in a side signal; further: potency means the concentration at half of the fitted maximal effect; % of control where 0% means no effect
# A350 fluor = compounds fluorescent in Alexa 350 spectral region; Compound autofluorescence, 340/450 nm, Alexa 350 dye-equivalents; active compounds read high; max dye-equivalent concentration, M; 59,000 tested, 11% active; in the data active means max dye-equivalent concentration above about 10 nM; inconclusive means mostly about 1.1 nM to 9.6 nM
# TexasRed autofl = compounds fluorescent in Texas Red spectral region; Compound fluorescence, Texas Red channel, 547/618 nm; active compounds read high; max dye-equivalent concentration, M; 59,000 tested, 0.06% active; AID 587; in the data active means max dye-equivalent concentration above about 10 nM; inconclusive means between about 1.1 nM and that limit
#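 Compound titrations in 100 mM Tris pH 8.0 were incubated 15 min at room temperature and read at 547 nm excitation / 618 nm emission. Texas Red six-point standard curve on each plate converted fluorescence to dye-equivalent concentration.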
# BRCT PPI red = disrupts BRCA1 BRCT binding to phosphoprotein, red fluorophore readout | P38398 | BRCT-phosphopeptide binding, red fluorescence polarization | Potency, µM (top dose mostly 76.9 µM), for inactives: at the top dose activity change, negative = inhibition, most hits filed as inhibitors | 75,000 tested, 0.03% active | AID 892; further: on the % scale 0 is the no-effect control and ±100 the full control effect
# Target sequence (P38398 whole entry, looked up): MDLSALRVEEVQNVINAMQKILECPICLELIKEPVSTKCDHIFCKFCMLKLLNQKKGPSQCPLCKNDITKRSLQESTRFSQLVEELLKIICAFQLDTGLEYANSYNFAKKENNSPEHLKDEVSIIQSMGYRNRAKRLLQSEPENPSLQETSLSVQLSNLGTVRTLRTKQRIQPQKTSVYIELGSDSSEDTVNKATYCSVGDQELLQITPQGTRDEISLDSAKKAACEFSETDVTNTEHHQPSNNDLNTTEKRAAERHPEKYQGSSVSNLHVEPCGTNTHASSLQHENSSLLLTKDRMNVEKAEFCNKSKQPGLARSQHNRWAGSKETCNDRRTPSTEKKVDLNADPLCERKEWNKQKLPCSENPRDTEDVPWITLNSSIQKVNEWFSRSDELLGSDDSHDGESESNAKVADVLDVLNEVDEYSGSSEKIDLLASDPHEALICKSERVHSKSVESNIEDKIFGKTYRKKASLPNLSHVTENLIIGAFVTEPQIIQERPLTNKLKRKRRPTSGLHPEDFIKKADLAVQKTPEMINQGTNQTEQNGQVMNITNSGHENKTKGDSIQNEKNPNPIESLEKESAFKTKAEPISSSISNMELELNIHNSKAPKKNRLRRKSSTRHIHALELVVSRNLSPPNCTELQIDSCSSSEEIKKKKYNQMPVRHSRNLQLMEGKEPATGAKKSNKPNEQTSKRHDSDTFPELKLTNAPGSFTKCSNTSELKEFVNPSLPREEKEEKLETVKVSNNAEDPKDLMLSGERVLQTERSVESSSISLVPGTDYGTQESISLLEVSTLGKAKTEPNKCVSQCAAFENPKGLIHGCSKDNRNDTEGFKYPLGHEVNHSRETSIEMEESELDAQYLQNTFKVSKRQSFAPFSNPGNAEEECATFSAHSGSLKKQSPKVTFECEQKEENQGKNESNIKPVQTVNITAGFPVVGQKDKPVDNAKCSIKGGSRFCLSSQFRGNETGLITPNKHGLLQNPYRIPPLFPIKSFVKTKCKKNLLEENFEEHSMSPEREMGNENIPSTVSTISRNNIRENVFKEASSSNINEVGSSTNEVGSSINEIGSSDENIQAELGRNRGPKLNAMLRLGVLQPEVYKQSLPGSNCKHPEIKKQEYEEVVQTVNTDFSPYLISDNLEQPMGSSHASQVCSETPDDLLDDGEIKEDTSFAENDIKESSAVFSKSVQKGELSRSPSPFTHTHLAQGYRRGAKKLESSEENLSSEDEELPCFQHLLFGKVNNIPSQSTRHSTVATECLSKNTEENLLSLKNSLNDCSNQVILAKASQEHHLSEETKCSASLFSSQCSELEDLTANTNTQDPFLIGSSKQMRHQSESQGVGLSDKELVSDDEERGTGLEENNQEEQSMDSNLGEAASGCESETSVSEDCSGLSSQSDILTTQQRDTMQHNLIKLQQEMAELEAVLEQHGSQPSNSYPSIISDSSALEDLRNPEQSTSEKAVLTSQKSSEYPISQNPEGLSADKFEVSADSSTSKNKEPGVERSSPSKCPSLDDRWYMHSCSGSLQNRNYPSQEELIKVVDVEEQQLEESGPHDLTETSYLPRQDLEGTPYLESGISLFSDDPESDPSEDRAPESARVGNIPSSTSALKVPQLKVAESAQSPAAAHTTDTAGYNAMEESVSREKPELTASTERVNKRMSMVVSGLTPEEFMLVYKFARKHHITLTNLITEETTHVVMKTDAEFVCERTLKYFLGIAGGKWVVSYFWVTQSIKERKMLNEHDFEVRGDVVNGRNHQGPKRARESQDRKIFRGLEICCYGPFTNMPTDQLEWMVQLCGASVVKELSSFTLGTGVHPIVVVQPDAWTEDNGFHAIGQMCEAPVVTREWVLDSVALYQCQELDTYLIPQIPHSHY
#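 Fluorescence polarization: 100 nM His-tagged BRCA1 BRCT with 100 nM TAMRA-labelled phospho-BACH1 decapeptide, phosphate buffer pH 7.3 with 150 mM NaCl, DTT, 0.01% Tween 20; 12 min RT. Binding inhibition seen as FP decrease.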
# Fluorescein autfl = fluorescein region autofluorescence; max fluorescein-equivalent concentration, M; Compound autofluorescence, 480/540 nm, fluorescein-equivalent; active compounds read high; 59,000 tested, 0.91% active; in the data active means max fluorescein-equivalent concentration above about 10 nM; inconclusive means between about 1.1 nM and that limit
#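 Read-out is intrinsic compound fluorescence at 480/540 nm (excitation/emission), expressed as dye-equivalent concentration using a fluorescein standard series run on every plate. Compounds sat 15 min at room temperature in 100 mM Tris, pH 8.0.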
# USP2a inhib = inhibitors of human ubiquitin-specific protease USP2a; O75604; USP2a enzymatic assay, qHTS inhibition; Potency, µM (series often up to 38.3 µM), inactives show at the highest dose activity change, negative = inhibition, hits mostly inhibitors; 60,000 tested, 0.1% active;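 further: potency means the concentration at half of the fitted maximal effect; nearly all actives have a fitted effect of over 60% in size; plate controls were DMSO for no effect and NEM full inhibition control for full effect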
#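 USP2 core (20nM final) preincubated 30 min RT with compound, then Ub-PLA2 20nM and NBD C6-HPC 20uM final added; buffer 20mM Tris-HCl pH 8.0, 2mM CaCl2. Fluorescence Ex 460/Em 535 read at 0 and 2.5 h; normalized to NEM.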
# BRCT inh green = blocks human BRCA1 BRCT binding to phosphopeptide, green readout. P38398. BRCA1 BRCT-phosphopeptide binding, green fluorescence polarization. Potency, µM (highest dose often 76.9 µM), inactives show at the highest dose activity change, negative = inhibition, most hits filed as inhibitors. 75,000 tested, 0.05% active. AID 875;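 further: potency means the concentration at half of the fitted maximal effect; plate controls were peptide without protein for full effect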
#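 Compounds were incubated for 12 min at room temperature with a complex of 100 nM fluorescein-tagged pBACH1 decapeptide and 250 nM His-tagged BRCT protein. Buffer was phosphate pH 7.3 with EDTA, DTT and Tween 20. Disruption of binding lowers the polarization signal.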
# 4MU fluor = compounds fluorescent in 4-MU spectral region; compound autofluorescence, 340/450 nm, 4-MU equivalents; active compounds read high; max dye-equivalent concentration, M; 59,000 tested, 11% active; AID 589; in the data active means max dye-equivalent concentration above about 10 nM; inconclusive means mostly about 1.1 nM to 9.6 nM
#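 Compounds in 100 mM Tris, pH 8.0, sat 15 min at room temperature before fluorescence was read at 340 nm excitation/450 nm emission; a per-plate six-point 4-MU standard curve converted signals to dye-equivalent concentration at each compound concentration.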
# HEK293 cAMP cs = counter-screen for TSHR agonists: cAMP increase in parental HEK293; parental HEK293 CNG cAMP sensor, membrane potential fluorescence; 73,000 tested, 2.5% active; Potency, µM (series often up to 57.1 µM), inactives show top-dose activation, most hits filed as activators; further: potency means the concentration at half of the fitted maximal effect; % of control where 0% means no effect; nearly all actives have a fitted effect of over 55% in size
#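 Counterscreen for endogenous-receptor signalling: CNG-channel HEK 293 cells report cAMP rise by membrane depolarization. After 60 min dye equilibration with 100 uM RO 20-1724, compounds incubated 30 min before bottom-read fluorescence at 590 nm.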
# Rhodamine autofl = rhodamine region autofluorescence; Rhodamine-region fluorescence, 547/598 nm, Tris buffer; active compounds read high; AID 594; max dye-equivalent concentration, M; 59,000 tested, 0.05% active; in the data active means max dye-equivalent concentration above about 11 nM; inconclusive means between about 1.1 nM and that limit
#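 Intrinsic compound fluorescence, ex 547 / em 598 nm, CCD imager. Tris 100 mM pH 8.0; 15 min RT. Output = rhodamine dye-equivalent concentration at each compound concentration.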
# Caspase-1 inhib = caspase-1 (human) inhibition, allosteric or competitive; P29466; Caspase-1 enzyme, Ac-WEHD-AFC fluorogenic rate; Potency, µM (highest dose often 57.5 µM), inactives show at the top dose activity change, negative = inhibition, usual class: inhibitors; 75,000 tested, 0.03% active; AID 900;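 further: potency means the concentration at half of the fitted maximal effect; plate controls were vehicle for no effect and no substrate for full effect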
# * marks the source's active call; other numbers are inactive results; i = inactive; ? = inconclusive; / = not tested or not shown; & = joins results of further samples; [ ] = dose if it differs, or a comment. Unless noted, the call rests on the fitted dose curve; in most records, active means well fitted curve in the direction sought with a large enough effect; inconclusive means small, poorly fitted or top-dose-only effect, or another doubt; inactive means no such curve, though single readings can be large; an effect the other way counts as inactive or inconclusive.
[1] Cc1c(C(=O)OCC(=O)N2CC(C)OC(C)C2)oc2ccc(Br)cc12 (stereo unspecified)
[2] O=S(=O)(c1ccc(S(=O)(=O)N2CCN(Cc3ccccc3)CC2)cc1)N1CCOCC1
[3] O=c1[nH]c(=O)n([C@H]2C[C@H](O)[C@@H](CO)O2)cc1F
[4] CCOC(=O)c1c(OCC)[nH]c2c1cc(O)c1ccccc12
[5] COc1cc(CO)cc(-c2cc(CO)cc(OC)c2OC)c1OC
[6] O=C(CSc1nnc(CNc2ccccc2)o1)N1CCc2ccccc21
[7] CSCC[C@H](NC(=O)C1CCN(S(=O)(=O)c2ccc(C)cc2)CC1)C(=O)NCC1CCCO1 (stereo partly specified)
[8] COc1cccc(-c2nnc(SCc3nc4ccccc4[nH]3)n2N)c1

assay / entry | 1 | 2 | 3 | 4 | 5 | 6 | 7 | 8
Caspase-7 inhib | 3% | -1% | -1% | -2% | -1% | 4% | 0% | -1%
A350 fluor | i | i | i | / | i | i | i | ?
TexasRed autofl | ? | i | i | / | i | i | i | i
BRCT PPI red | -0.6% | -0.3% | 0.1% | -0.7% | -1.8% | -0.2% | -1.7% | 0.5%
Fluorescein autfl | i | ? | ? | / | ? | i | ? | i
USP2a inhib | 15% | 8% | / | 7% | -3% | -8% | 17% | 6%
BRCT inh green | -0.4% | -0.9% | -0.5% | -1.9% | -8.8% | -0.9% | -1.4% | -0.4%
4MU fluor | i | i | i | / | i | i | i | ?
HEK293 cAMP cs | ? | 10% | / | -22% | 1% | ? | -1% | 15%
Rhodamine autofl | i | i | i | / | i | i | i | i
Caspase-1 inhib | 3% | 0% | -1% | -3% | -4% | 3% | 1% | 1%

[9] O=C(Nc1cccc2c1CCCC2)C1CCN(c2nnnn2-c2ccccc2)CC1
[10] CNC(=O)[C@]1(C)C[C@H]1[C@H](NC(=O)[C@]1(C)C[C@H]1[C@H](NC(=O)OCc1ccccc1)c1ccccc1)c1ccccc1
[11] CCCSc1nc2c(c(=O)n1-c1ccc(OCC)cc1)SCC2
[12] N#Cc1cccc(NC(=O)N2CCC3(CC2)CCN(C(=O)c2ccco2)CC3)c1
[13] C[C@@H]1C[C@H]2[C@@H]3CCC4=CC(=O)C=C[C@]4(C)[C@@]3(F)[C@@H](O)C[C@]2(C)[C@H]1C(=O)CO
[14] COC(=O)c1ccccc1NC(=O)CN1CCC(n2nnc3cc(F)ccc32)CC1
[15] Nc1ccc(S(=O)(=O)Nc2ccc(S(N)(=O)=O)cc2)cc1
[16] O=C1CCCN1CCC1CCN(C2CC(=O)N(c3ccc(F)cc3)C2=O)CC1 (stereo unspecified)

assay / entry | 9 | 10 | 11 | 12 | 13 | 14 | 15 | 16
Caspase-7 inhib | -1% | -2% | 0% | 0% | / | 0% | 0% | -1%
A350 fluor | i | / | ? | i | i | i | i | i
TexasRed autofl | i | / | i | i | i | i | i | i
BRCT PPI red | 0.1% | -1.4% | 0.1% | -0.3% | / | -2.1% | -1.0% | 0.3%
Fluorescein autfl | ? | / | i | i | i | i | i | i
USP2a inhib | / | / | 5% | 74%[activator] | / | 26% | 7% | 2%
BRCT inh green | 1.1% | -0.2% | -0.7% | -5.2% | / | -1.6% | -1.6% | -0.3%
4MU fluor | i | / | i | i | i | i | i | i
HEK293 cAMP cs | ? | 21% | 30% | -2% | / | 25µM* | 9% | -15%
Rhodamine autofl | i | / | i | i | i | i | i | i
Caspase-1 inhib | -5% | 2% | 2% | -1% | / | 1% | 1% | 2%

[17] COC(=O)CNC(=O)C1(C)C=CC2(CCCCC2)N1C(C)=O (stereo unspecified)
[18] CCOC(=O)C1=C(O)CSC1=Nc1cccc(Cl)c1
[19] COc1ccccc1CNc1ncnc2ccc(-c3ccc(N(C)C)cc3)cc12
[20] Cc1oc(-c2ccccc2F)nc1CS(=O)(=O)CC(=O)NCCCN(C)C1CCCCC1
[21] CC1(C)CC(=O)C(CC(=O)Nc2ccc(S(N)(=O)=O)cc2)=C(O)C1
[22] COc1cc(C(=O)Nc2ccc(S(=O)(=O)N3CCCCC3C)cc2)cc(OC)c1OC (stereo unspecified)
[23] COc1cc2c(cc1OC)CN(C(=O)NS(=O)(=O)c1ccc(C)cc1)CC2
[24] COc1ccccc1C(=O)N1CCNC(=O)C1CC(=O)Nc1ccc(Cl)cc1 (stereo unspecified)

assay / entry | 17 | 18 | 19 | 20 | 21 | 22 | 23 | 24
Caspase-7 inhib | 0% | -1% | -23% | -1% | 1% | -2% | -12% | 0%
A350 fluor | / | / | i | i | i | / | 6.4e-08M* | i
TexasRed autofl | / | / | i | i | i | / | ? | i
BRCT PPI red | 0.3% | 2.0% | 0.8% | 0.9% | 0.2% | -1.5% | -0.2% | 0.5%
Fluorescein autfl | / | / | i | i | i | / | ? | i
USP2a inhib | / | 12% | ? | 7% | / | 48%[activator] | 2% | 5%
BRCT inh green | -2.7% | 1.0% | -1.7% | 0.5% | -2.4% | 0.1% | -1.1% | -1.5%
4MU fluor | / | / | i | i | i | / | 6.4e-08M* | i
HEK293 cAMP cs | -2% | 11% | -64%[inhibitor] | 13% | 4% | -8% | 14% | ?
Rhodamine autofl | / | / | i | i | i | / | i | i
Caspase-1 inhib | -2% | -2% | -15% | 2% | -3% | -3% | -10% | -9%

[25] Cc1nc2nc(C)c(CCC(=O)N3CCOCC3)c(C)n2n1
[26] CCCCCCCCCCCCC/C=C\[C@H](O)[C@H](N)CO
[27] COc1ccc(C2NC(=O)c3ccccc3O2)c(OC)c1OC (stereo unspecified)
[28] Cc1oc(-c2ccccc2F)nc1CS(=O)(=O)CC(=O)NCCCc1ccccc1
[29] CC(C)=CCCC1(C)C=Cc2c(O)c3c(c(CC=C(C)C)c2O1)OC12C(=CCCC1C(C)(C)O[C@@]2(C/C=C(\C)C(=O)O)C(=O)O)C3=O (stereo partly specified)
[30] COc1nc(NCc2ccco2)nc(N2CCC(C)CC2)n1
[31] C/C(=C\C1CCCCC1)C(NC(=O)c1cccnc1)c1ccc(-c2ccccc2)cc1 (stereo unspecified)
[32] Cc1ccccc1OCCN1C(=O)c2ccccc2C1=O

assay / entry | 25 | 26 | 27 | 28 | 29 | 30 | 31 | 32
Caspase-7 inhib | 0% | / | -1% | -7% | -10% | 0% | 2% | -2%
A350 fluor | i | i | ? | / | / | i | / | /
TexasRed autofl | i | i | i | / | / | i | / | /
BRCT PPI red | -0.8% | / | -0.9% | -1.6% | -3.3% | 0.7% | -0.2% | -3.3%
Fluorescein autfl | i | ? | i | / | / | i | / | /
USP2a inhib | -1% | / | -10% | / | 42%[activator] | 2% | / | /
BRCT inh green | 1.4% | / | 0.6% | -1.3% | -0.9%[3.08 µM] | 0.7% | -0.7% | 0.5%
4MU fluor | i | i | ? | / | / | i | / | /
HEK293 cAMP cs | 5% | -4% | 6% | ? | / | ? | 10% | ?
Rhodamine autofl | i | i | i | / | / | i | / | /
Caspase-1 inhib | 0% | / | 1% | -2% | 2% | -2% | -3% | 2%

[33] COCC(=O)NC1CCN(C(=O)Nc2ccc(Br)cc2)CC1
[34] Cc1ccc(S(=O)(=O)NCCCCCC(=O)NC(C)(C)CO)cc1
[35] CC(=O)OCC1OC(C#Cc2ccccc2)C=CC1OC(C)=O (stereo unspecified)
[36] COc1ccccc1CNC(=O)CCS(=O)(=O)c1cccs1
[37] COc1ccccc1CNc1cc(-c2ccccc2C)ncn1
[38] CC(C)OC(=O)CSc1nnc(-c2cnccn2)n1-c1ccccc1
[39] COc1ccc(-n2nc(C(=O)N3CCN(c4ccc(F)cc4)CC3)c3ccccc3c2=O)c(OC)c1
[40] COC(=O)c1ccc(C2C(C(=O)OC(C)C)=C(C)N=C3SCCC(=O)N32)cc1 (stereo unspecified)

assay / entry | 33 | 34 | 35 | 36 | 37 | 38 | 39 | 40
Caspase-7 inhib | 1% | 0% | 2%&-3%[11.5 µM] | 1% | -5% | 0% | -3% | 1%
A350 fluor | i | ? | / | i | i | ? | i | /
TexasRed autofl | i | i | / | i | i | i | ? | /
BRCT PPI red | 1.0% | 0.6% | -0.7%&1.0%[15.4 µM] | -0.7% | -0.1% | 1.0% | 1.1% | -0.1%
Fluorescein autfl | i | i | / | i | i | ? | i | /
USP2a inhib | -5% | 15% | / | -2% | -6% | 2% | 35%[activator] | 13%
BRCT inh green | -4.4% | 0.1% | -0.8%&-0.2%[15.4 µM] | -0.6% | -0.4% | -1.6% | -2.2% | 0.1%
4MU fluor | i | ? | / | i | i | i | i | /
HEK293 cAMP cs | -2% | 1% | 0%&6%[11.4 µM] | 8% | 16µM* | -3% | 8% | 26%
Rhodamine autofl | i | i | / | i | i | i | i | /
Caspase-1 inhib | 0% | -1% | -2%&-1%[11.5 µM] | 2% | -1% | -1% | -2% | -2%

# Screening results (PubChem)

# The list is partial, so the mix of outcomes need not match the whole.
